Screening results as filed in PubChem BioAssay.
Ins promoter up: MIN6 insulin promoter up-regulation; MIN6 insulin promoter-GFP reporter, high-content imaging; stronger effect = higher value; z-score at 5 µM; hit rate 0.3% among 190,000; AID 1625;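 active = z-score above 3 at 5 µM with at least 500 cells counted in the well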
Myeloid diff 2: compounds promoting myeloid differentiation. ER-HoxA9 myeloid progenitors, lysozyme-GFP differentiation, flow cytometry. calls only at 10 µM. hit rate 1% among 360,000. AID 624256;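 active = normalized GFP-positive differentiation at or above the plate's own cutoff, the solvent-only control mean plus 3 SD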;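 note: cells exposed to compound for four days before flow analysis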
bCat nuc transl: alters nuclear translocation of beta-catenin in HeLa cells | nuclear translocation activity, % at 5 µM | AID 1665 | hit rate 0.3% among 190,000 | immunofluorescence imaging;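 active = nuclear translocation activity above 50% at 5 µM, with a well cell count of 50 or more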;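 note: per-cell ratio of nuclear to cytoplasmic median beta-catenin stain intensity; plate controls were DMSO negative control for no effect and GSK-3 inhibitor IX positive control for full effect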
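Test system: human HeLa cell line; Doses: 5 µM primary, 0.02–20 µM confirmation; Incubation: 24 h compound exposure, 37°C; Detection: beta-catenin immunofluorescence imaging with DAPI; Read-out: beta-catenin nuclear/cytoplasmic ratio, % activation.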
Dynein cargo inh: dynein cargo transport inhibition; 3617.4 mouse cells, GR-EGFP nuclear translocation imaging; test concentration mostly 20 µM; stimulated with dexamethasone, 1 µM; stronger effect = lower value; z-score, hits read low; hit rate 0.47% among 220,000; AID 1381;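 active = plate z-score of nuclear minus cytoplasmic receptor signal below a set negative limit, without overly bright fluorescence or cell loss, cut at about -3.5 in these data, passing the limit was not always enough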;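 note: z-score of nuclear minus cytoplasmic ring GR-EGFP intensity difference per well; some compounds called inactive have numbers as strong as hits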
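medium = tetracycline-free induction medium containing charcoal-stripped FBS | probe or stimulus = dexamethasone, 1.0 µM final | timing = 48 h induction, then 1 h compound, then 30 min agonist, 37 °C | detection = automated 10x imaging of fixed Hoechst-stained cells | read-out basis = nuclear versus cytoplasmic GR-EGFP signal, averaged per well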
MT stabilize HCS: microtubule stabilization, imaging screen; HeLa tubulin immunostaining HCS, 24 h; share of cells brighter than vehicle mean+2SD; % tubulin-high responders, % at 10 µM; hit rate 0.83% among 200,000; AID 2205;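 active = plate Z-score above 3 for both tubulin-high and condensed-nucleus cell shares, with cell loss under 80%, at 10 µM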;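 note: anti alpha tubulin signal scored within the nucleus-defined area of each cell; some results filed as inactive read as strong as hits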
PMI inhibitors: inhibitors of human PMI, primary screen, biochemical, fluorescence intensity, coupled assay (AID 1209). purified PMI enzyme, coupled fluorescence intensity; higher % means a stronger effect. inhibition, % at 20 µM, or IC50 in µM where a hit was titrated. hit rate 0.42% among 190,000; in the data active = inhibition above about 50%;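 note: plate controls were DMSO vehicle for no effect and wells lacking substrate for full effect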
T cell HTS: T cell immune modulators affecting CD8 T cell-vesicle binding; 2C CD8+ T cell-vesicle binding, flow cytometry; stronger effect = lower value; calls only at 7 µM; hit rate 0.068% among 330,000; AID 2052;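 active = response, share of CD8 T cells binding vesicles, and their 90th percentile fluorescence all below set limits, cut at about 80% in these data, passing the limit was not always enough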
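Benchmarks: naked versus QL9-loaded vesicles / Assay system: purified 2C TCR transgenic mouse naive CD8+ T cells / Technique: high-throughput flow cytometry with anti-B7-1 and anti-CD8 staining / Timing: Cell–vesicle co-incubation 1.5 h at 37 °C, staining 20 min on ice / Read-out: percent CD8+ FL2 mean versus row control / Probe or stimulus: QL9-loaded Drosophila micro-vesicles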
TNAP activators: stimulation of alkaline phosphatase TNAP activity – biochemical, luminescent, no phosphate acceptor, uHTS, primary screen (AID 1001); purified TNAP, luminescent activation assay, no phosphate acceptor; higher activation fold means a stronger effect; one-dose activation fold at 20 µM; EC50 in µM for titrated hits; hit rate 0.03% among 200,000; in the data active = activation fold from about 3, or a potency from the dose series; inactive = the rest, 99 in 100 with activation fold below about 1.6; note: many of its hits are not listed in these tables
Hep lipid drop: hepatic lipid droplet formation modulation. AML12 mouse hepatocytes, oleate lipid droplets, BODIPY imaging. inhibition, % at 6.5 µM. hit rate 0.4% among 240,000. AID 1656;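 active = lipid droplet intensity inhibited by at least 50%, with more than 500 cells counted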
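Assay system: AML12 hepatocytes (mouse); Probe or stimulus: oleic acid at 100 µM to induce lipid droplet formation; Dosing: compound at 6.5 µM only; Schedule: compound with oleate, overnight; Detection: fluorescence imaging, 20x objective, two fields per well; Measure: % inhibition of lipid droplet signal.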
Dynein cargo inh cytoplasmic EGFP: second read-out of Dynein cargo inh, no call of its own (marks repeat the call); z-score; measured here: cytoplasmic GR-EGFP intensity; stronger effect = higher value
Dynein cargo inh nuclear GR-EGFP: recorded beside Dynein cargo inh, whose call it bears; z-score; measured here: nuclear GR-EGFP intensity;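 lower value marks the stronger effect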
Dynein cargo inh cell count: recorded beside Dynein cargo inh, whose call it bears; z-score; measured here: cell count per field
Ins promoter up cell count: also measured in Ins promoter up; calls as there; cell count; measured here: cytotoxicity, nuclei count;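 total cells summed across four imaged fields per well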
Hep lipid drop cells 6.5 µM: recorded beside Hep lipid drop, whose call it bears; cell count; measured here: cell count, cytotoxicity flag;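 cells counted across two imaged fields per well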
bCat nuc transl cell count 5 µM: second read-out of bCat nuc transl, no call of its own (marks repeat the call); cell count; measured here: cell count, cytotoxicity flag
T cell HTS vesicle-bound %: recorded beside T cell HTS, whose call it bears; double positive events, %; measured here: CD8+ vesicle-bound cell fraction;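 binding gate set so that unloaded-vesicle control wells show 10% double positive cells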
MT stabilize HCS Hoechst-high %: also measured in MT stabilize HCS; calls as there; % Hoechst-high responders; measured here: nuclear condensation Hoechst responders;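 share of cells brighter than vehicle mean plus two SD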
MT stabilize HCS cytotoxicity %: also measured in MT stabilize HCS; calls as there; toxicity, %; measured here: cytotoxicity by cell density;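 0% = mean cell density of plate MIN control wells and 100% = no cells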
Myeloid diff 2 GFP+ MAC1+ %: further read-out of Myeloid diff 2, marked with its call; GFP+ MAC1+ double positive, %; measured here: differentiation confirmed by MAC1 staining
An asterisk follows results filed as active; i = inactive; . = not tested or not shown.

SMILES | Ins promoter up | Ins promoter up cell count | Myeloid diff 2 | Myeloid diff 2 GFP+ MAC1+ % | bCat nuc transl | bCat nuc transl cell count 5 µM | Dynein cargo inh | Dynein cargo inh cytoplasmic EGFP | Dynein cargo inh nuclear GR-EGFP | Dynein cargo inh cell count | MT stabilize HCS | MT stabilize HCS Hoechst-high % | MT stabilize HCS cytotoxicity % | PMI inhibitors | T cell HTS | T cell HTS vesicle-bound % | TNAP activators | Hep lipid drop | Hep lipid drop cells 6.5 µM
COc1ccccc1-c1cc(C(=O)NC(C)C)no1 | . | . | i | 5.8 | . | . | -0.7 | -0.21 | -0.12 | 0.5 | 4.3 | 2.2 | 12 | -21% | i | 56 | 1 | . | .
FC(F)(F)c1cccc(NC(=S)NNC(=S)NCc2ccccc2)c1 | -0.76 | 1328 | i | 2.8 | 1.1 | 777 | 0.44 | -0.2 | 0.57 | 0.94 | 3.2 | 1.9 | 8.6 | 22% | i | 51 | 1.9 | . | .
O=C(Nc1ccc(N2CCOCC2)c(Cl)c1)c1cccnc1Cl | . | . | . | . | . | . | -0.58 | -0.26 | -0.94 | 0.78 | 3.4 | 1.6 | 1.6 | 4% | i | 29 | 1 | -10 | 722
Cc1cc(C)cc(NC(=O)C(Sc2ncnc3ccccc23)c2ccccc2)c1 (stereo not drawn) | -0.78 | 1228 | i | 0.7 | . | . | -0.41 | -0.063 | -0.52 | 0.49 | 1.1 | 3.9 | 9.1 | 15% | i | 46 | 1 | -7 | 707
COc1cc(/C=N/NC2=NCCCCC2)ccc1O | -0.44 | 1127 | i | 0.2 | 0.1 | 1347 | 0.31 | -0.26 | 0.064 | -0.0057 | . | . | . | . | i | 22 | . | 3 | 700
COc1cccc2c(=O)cn[nH]c12 | 0.22 | 1272 | i | 0.1 | -1.5 | 564 | -0.21 | -0.28 | -0.48 | 0.13 | 3.5 | 3.7 | 6.0 | -3% | i | 42 | 1.1 | -2 | 730
COc1ccc(C)cc1NC(=O)CNc1ccccc1CN(C)C1CCCCC1 | -2.2 | 892 | i | 1.2 | 0.0 | 999 | 0.13 | -0.21 | -0.26 | 0.36 | 5.3 | 2.9 | 4.8 | -6% | i | 37 | 1 | 0 | 585
COc1cc(/C=C(\C#N)C(=O)Nc2cccc3ncccc23)ccc1O | 0.1 | 1455 | . | . | 2.1 | 1513 | 1.2 | -0.29 | 1.2 | -0.83 | 2.1 | 2.6 | 5.4 | 10% | i | 41 | 0.8 | 0 | 710
CCN1CCN(c2c(Cl)cccc2NC(=O)c2ccc3nsnc3c2)CC1 | -0.66 | 1058 | i | 0.1 | 0.6 | 1300 | -0.38 | -0.27 | -0.12 | 0.6 | . | . | . | . | i | 13 | . | 13 | 711
O=[N+]([O-])c1cc(C(F)(F)F)ccc1N1CCCNCC1 | 0.54 | 1434 | i | 0.7 | 1.4 | 1001 | -1.1 | -0.27 | -0.47 | 0.71 | 3.4 | 2.6 | 0.3 | 9% | i | 47 | 1 | 0 | 701
CC(C)CCN1CCN(Cc2ccc(C(F)(F)F)cc2)CC1CCO (stereo not drawn) | 0.02 | 1537 | i | 0.4 | 3.0 | 1021 | 2.3 | -0.21 | 1.1 | -0.76 | 2.7 | 2.0 | 10 | 2% | i | 30 | 1 | -16 | 710
Cn1c(SCC(=O)O)nnc1-c1ccc2ncccc2c1 | 1.2 | 977 | . | . | -0.9 | 1316 | 0.48 | -0.24 | 0.7 | 0.29 | . | . | . | . | i | 19 | . | -13 | 560
S=c1[nH]cnc2scc(-c3ccc(Cl)cc3)c12 | -1.1 | 1362 | i | 0.3 | 4.9 | 1012 | -0.2 | -0.24 | -0.36 | 0.7 | . | . | . | . | i | 26 | . | -46 | 726
Cc1cc(C(=O)O)c(S(C)(=O)=O)s1 | -0.05 | 1372 | i | 1.7 | -1.6 | 1058 | -0.43 | -0.17 | -0.19 | 0.58 | 1.4 | 2.3 | 1.0 | -1% | i | 29 | 1.1 | . | .
CC(C)(C)c1ccc(OCC(=O)NCc2ccco2)cc1 | -0.01 | 1402 | i | 0.5 | -7.3 | 960 | 0.15 | -0.087 | 0.23 | -0.0023 | 8.1 | 2.1 | 23 | -8% | i | 21 | 1.1 | . | .
CCOC(=O)C1=C(CS(=O)(=O)c2ccccc2)NC(=O)NC1c1ccccc1 (stereo not drawn) | 0.38 | 1080 | i | 1.3 | -3.3 | 1173 | -0.52 | 0.38 | -0.00081 | 0.13 | 2.7 | 1.8 | 6.3 | 1% | i | 29 | 1 | . | .
Cc1ccc(N/C=C(\C2OC(=O)c3ccccc32)[N+](=O)[O-])c(C)c1 (stereo not drawn) | 1.6 | 1115 | i | 0.4 | -2.7 | 1087 | 0.65 | -0.064 | 0.64 | -1.8 | 2.9 | 2.5 | 10 | -8% | i | 24 | 1 | 3 | 698
COc1ccc(CCNC(=O)c2ccc(CS(=O)(=O)c3ccc(Br)cc3)o2)cc1OC | 0.14 | 1606 | i | 0.2 | -6.7 | 1109 | 0.74 | -0.21 | 0.28 | 0.16 | 2.3 | 1.2 | 8.5 | -2% | i | 25 | 1.1 | -6 | 695
COc1ccc2c(c1)CCc1c(C(=O)N(C)c3ccccc3)noc1-2 | 0.04 | 1207 | i | 0.3 | -2.6 | 1110 | -0.066 | -0.23 | 0.79 | -0.8 | 2.5 | 1.9 | 3.0 | -6% | i | 38 | 1 | -12 | 720
Cc1ccc(NC2=CC(=O)CCC2)cc1C | 1.1 | 1064 | i | 0.6 | . | . | 2.5 | -0.2 | 1.8 | -1.5 | 2.8 | 1.5 | 7.4 | 3% | i | 14 | 1.1 | . | .
CCCCOC(=O)CCc1c(C)n[nH]c1C | -0.44 | 1230 | i | 0.2 | -0.3 | 1306 | 0.49 | -0.29 | 0.14 | -0.17 | . | . | . | . | i | 26 | . | 6 | 786
COc1ccc(-c2nc(C#N)c(N3CCCCCC3)o2)cc1OC | -1.7 | 952 | i | 2.6 | -5.7 | 1190 | -0.74 | -0.28 | -0.3 | 0.48 | 3.4 | 2.9 | 8.5 | 16% | i | 23 | 1.1 | 0 | 749
Cc1c(C(=O)NCCN2CCOCC2)sc2nc(-c3ccc(F)cc3)cn12 | . | . | i | 4.7 | . | . | -0.17 | -0.24 | 0.23 | 0.27 | 3.3 | 2.0 | 0.9 | . | i | 35 | . | . | .
O=C(NCc1ccccc1)c1noc2c1CCCCC2 | 0.22 | 1504 | i | 16 | 3.7 | 1483 | -0.038 | -0.21 | 0.15 | 0.15 | 3.7 | 2.1 | 8.9 | 10% | i | 9 | 1.1 | . | .
Cc1cc(OCC(=O)NCc2ccncc2)ccc1Cl | 0.01 | 1446 | i | 0.3 | 3.2 | 990 | 0.65 | -0.26 | 0.27 | -0.62 | 1.3 | 1.7 | 2.5 | 1% | i | 57 | 1.1 | 1 | 589
COCCCN1CC23C=CC(O2)C(C(=O)O)C3C1=O (stereo not drawn) | 1.2 | 772 | i | 2.6 | -1.1 | 1172 | 1.5 | -0.1 | 0.81 | -0.85 | 8.3 | 1.3 | 3.7 | 0% | i | 64 | 1.1 | . | .
CCOC(=O)c1c(C)[nH]c(C)c1C(=O)COC(=O)c1ccc(OC)cc1 | 0.2 | 1360 | i | 0.2 | -0.9 | 1050 | 0.46 | -0.33 | -0.42 | 0.66 | 2.5 | 2.8 | 10.0 | -2% | i | 35 | 1.1 | -6 | 672
CCOC(=O)c1cnc(SCC(=O)N2CCc3ccccc32)nc1N | . | . | i | 5.3 | . | . | 0.24 | 0.8 | 0.26 | 0.88 | 2.4 | 1.7 | 4.1 | 6% | i | 16 | 1.1 | -2 | 743
CCCN(CCC)CCSc1nc(O)c(C(C)C)c(=O)[nH]1 | 1 | 1555 | i | 0.6 | 0.9 | 626 | 0.96 | -0.32 | 1 | -0.17 | 1.7 | 1.8 | 9.9 | -13% | i | 26 | 1 | . | .
CCOc1ccc(NC(=O)COC(=O)c2c(OC)cccc2OC)cc1 | -0.05 | 1102 | i | 0.2 | -1.3 | 482 | -0.43 | 0.42 | -0.35 | 0.3 | 5.4 | 2.8 | 5.2 | -4% | i | 53 | 1.1 | -34 | 687
Cc1cccc(N(CC(N)=O)C2SC(=O)NC2=O)c1 (stereo not drawn) | 0.46 | 1176 | i | 0.2 | 0.3 | 1058 | -0.41 | -0.26 | 0.048 | 0.073 | 3.8 | 2.3 | 4.0 | 7% | i | 34 | 1 | -2 | 727
